# LmPK inh = qHTS Assay for Inhibitors of Leishmania Mexicana Pyruvate Kinase (LmPK); Q27686; 0.37% of 290,000 active; Potency, µM (doses to about 57.5 µM), without a hit: top-dose activity change, negative = inhibition, hits mostly inhibitors; purified LmPK, Kinase-Glo ATP luminescence, 1 h
# Target sequence (Q27686 whole entry, looked up): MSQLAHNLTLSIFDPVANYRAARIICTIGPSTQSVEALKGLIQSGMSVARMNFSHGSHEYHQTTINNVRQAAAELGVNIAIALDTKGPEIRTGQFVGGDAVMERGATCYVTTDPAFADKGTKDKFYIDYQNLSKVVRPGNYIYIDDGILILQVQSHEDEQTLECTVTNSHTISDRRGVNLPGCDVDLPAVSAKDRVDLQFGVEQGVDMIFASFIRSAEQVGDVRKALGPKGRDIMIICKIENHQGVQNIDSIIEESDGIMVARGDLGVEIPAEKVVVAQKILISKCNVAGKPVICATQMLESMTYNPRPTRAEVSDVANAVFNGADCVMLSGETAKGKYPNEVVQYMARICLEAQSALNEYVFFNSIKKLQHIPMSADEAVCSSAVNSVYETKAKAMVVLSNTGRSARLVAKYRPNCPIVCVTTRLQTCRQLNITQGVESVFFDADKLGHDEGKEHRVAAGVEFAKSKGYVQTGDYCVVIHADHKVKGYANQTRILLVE
#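 Kinase-Glo luminescence read after 1 h RT reaction of 0.1 nM LmPK with 0.5 mM PEP and 0.1 mM ADP. Activity scaled between uninhibited and enzyme-free controls.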
# Pf growth 48h = Primary qHTS for delayed death inhibitors of the malarial parasite plastid, 48 hour incubation; P. falciparum luciferase growth in erythrocytes, 48 h; Potency, µM (top dose mostly 28.7 µM), without a hit: top-dose activity change, negative = inhibition, hits mostly inhibitors; 5.9% of 310,000 active
#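 Cell-based growth assay: transgenic P. falciparum expressing firefly luciferase, cultured in red cells within RPMI 1640 containing 0.5% w/v Albumax, 24 mM bicarbonate and gentamycin. A drop in luciferase activity indicates inhibition.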
# Sm TGR inh = qHTS Assay for the Inhibitors of Schistosoma Mansoni Peroxiredoxins | Schistosoma mansoni thioredoxin glutathione reductase (TGR), Q962Y6 | purified TGR, DTNB reduction, TNB absorbance 405 nm | Potency, µM (doses to about 114 µM), inactives show top-dose activity change, negative = inhibition, most hits filed as inhibitors | 3% of 360,000 active | AID 485364, 2010; also: nearly all actives have a fitted effect of over 60% in size
#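 First, TGR (20 nM dispensed) and NADPH were mixed with compound. Second, a 15 min room-temperature incubation followed. Third, further NADPH and then DTNB were added to start the reaction. Finally, TNB absorbance was monitored kinetically.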
# TbPYK inhibitor = qHTS of Trypanosoma Brucei Inhibitors; pyruvate kinase (Trypanosoma brucei), Q57TT1; TbPYK enzyme, Kinase-Glo Plus ATP luminescence, 45 min; Potency, µM (highest dose often 76.8 µM), inactives show at the highest dose activity, negative = inhibition, usual class: inhibitors; 0.12% of 410,000 active; AID 624173, 2012; also: nearly all actives have a fitted effect of over 50% in size
#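 Luminescence from Kinase-Glo Plus, added after a 45-minute room-temperature reaction, served as the end-point read-out. The enzyme and substrate were preincubated with compound before ADP (130 uM final) initiated turnover. Concentration-effect curves came from normalized qHTS data.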
# HCV inhibitor = qHTS Assay for Inhibitors of Hepatitis C Virus (HCV). Huh7.5.1 HCVcc-Cre infection, luciferase reporter, 44 h. Potency, µM (highest dose often 41.8 µM), without a hit: at the top dose activity change, negative = inhibition, actives largely listed as inhibitors. 3.4% of 340,000 active
#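 HCVcc-Cre virus at an moi near 0.5 was added right after compound to cells cultured 4 h from seeding (1,000 cells/well). Luciferase activity was determined 44 h later, 15 min after substrate addition at RT.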
# Pf growth 96h = Primary qHTS for delayed death inhibitors of the malarial parasite plastid, 96 hour incubation. P. falciparum luciferase reporter growth, 96 h. Potency, µM (top dose mostly 28.7 µM), for inactives: at the top dose activity change, negative = inhibition, actives largely listed as inhibitors. 6.9% of 320,000 active. AID 504834, 2011
#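 Erythrocytes infected with luciferase-expressing P. falciparum were dispensed at 2% hematocrit and 0.05% parasitemia (final), then incubated with compounds 96 hours at 37 C in 5% CO2. Luminescence after detection reagent addition reported growth.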
# An asterisk follows results filed as active; i = inactive; ? = inconclusive; . = not tested or not shown; [ ] = remark or other dose. Calls follow the shape of the dose curve; as a rule, active = well fitted curve in the direction sought with a large enough effect; inconclusive = small, poorly fitted or top-dose-only effect, or another doubt; inactive = no such curve, though single readings can be large; an effect the other way counts as inactive or inconclusive. % is scaled to controls: 0 for no effect and ±100 for the full control effect; potency is read from the fitted curve at half-maximal effect. The order is random; 16% or so of the library scored in one or more.
SMILES,LmPK inh,Pf growth 48h,Sm TGR inh,TbPYK inhibitor,HCV inhibitor,Pf growth 96h
O=C(Nc1ccc(Cl)c([N+](=O)[O-])c1)ONC1=NCCCCC1,-1%,-11%,-5%,5%,0%,?
CCC(NC(=O)NC1CCCCC1)c1ccccc1 (configuration not stated),6%,7%,0%,4%,0%,i
CCN(CC)c1nc2n(c(=S)n1)CCS2,-2%,0%,3%,6%,11%,?
Cc1ccc(S(=O)(=O)N(CC(=O)Nc2cccc(C(F)(F)F)c2)C(=O)N2CCN(C)CC2)cc1,.,31%[activator],-2%,-7%,10%,43%[activator]
Cc1ccsc1CN(C)Cc1nc(C2CC2)no1,-3%,14%,.,6%,6%,27%
CS(=O)(=O)Nc1ccc(-c2ccc(/C=C3\SC(N)=NC3=O)o2)cc1,-4%,-23%,-11%,-2%,14%,3.3µM*
CC(C)Cc1nnc(NC(=O)C2CCN(C(=O)c3ccc(Cl)cc3)CC2)s1,.,3%,-1%,2%,-9%,?
CC12CCC(C(=O)NCc3ccccc3Cl)(CC1=O)C2(C)C (configuration not stated),-1%,3%,.,0%,14%,0%
C[C@H](NC(=O)c1ccc(Cl)cc1)C(=O)NNC(=O)c1cccs1,.,-17%,-4%,7%,12%,5%
Cc1ccc(S(=O)(=O)Nc2n[nH]nc2C(=O)NC2CCCCC2)cc1,2%,-20%,1%,3%,6%,3%
Cc1cc(C)n(-c2ncnc3sc4c(c23)CCCC4)n1,9%,-12%,-7%,-6%,10%,13µM*
O=C(NCC(=O)N1CCC(Cc2ccccc2)CC1)c1ccc(Cl)cc1,-10%,0%,-24%,-10%,?,13µM*
Fc1ccc(NC(=S)NCc2ccccc2)cc1,1%,14%,0%,0%,-2%,15µM*
CCc1nnc(NC(=O)c2ccc(NC(=O)C(C)C)cc2)s1,0%,40%[activator],15%,0%,-19%,26%
Cc1ccc(Cl)cc1N1CCN(C(=O)CCS(=O)(=O)c2ccc3c(c2)NC(=O)CO3)CC1,3%,-15%,2%,-2%,11µM*,20%
CS(=O)(=O)NNC(=O)Cn1nnc(-c2cc(C(F)(F)F)cc(C(F)(F)F)c2)n1,3%,15%,8%,6%,-16%,31%[activator]
COc1ccc(-c2nnc(SCC(=O)OC3CCCCC3)o2)cc1OC,4%,6%,-16%,5%,-7%,?
COc1cccc(-c2cc(C(F)(F)F)n3ncc(C(=O)NCC4CCCO4)c3n2)c1 (configuration not stated),4%,?,?,1%,?,?
NC(=O)c1c(NC(=O)c2ccccc2C(=O)O)sc2c1CCCC2,6%,-3%,-1%,-4%,14%,-13%
COc1cc(C2Nc3ccccc3C(=O)N2NS(C)(=O)=O)c([N+](=O)[O-])cc1OC (configuration not stated),-7%,-2%,-15%,-8%,10%,15%
CC(=O)N1CCc2cc(S(=O)(=O)NCCC(=O)Nc3cc(C)cc(C)c3)ccc21,3%,?,-24%,-8%,23%,5.2µM*
O=C(CCCN1C(=O)c2cccnc2C1=O)Nc1ccccc1F,-6%,-7%,-4%,2%,23%,32%[activator]
Cn1c(Cn2c(=O)sc3ccccc32)nnc1SCC(=O)N1CCCC1,2%,-2%,10%,3%,-8%,?
O=C(CN1C(=O)S/C(=C/c2cccs2)C1=O)N1CCCC1,.,11%,3%,0%,-5%,-15%
C/C(=N/Nc1nc(C)cc(-c2ccccc2)n1)c1ccco1,-1%,-27%,-2%,1%,?,.
Cc1cc(NC(=O)CCC(=O)N(c2ccccc2)C(C)C(=O)NC2CCCC2)no1 (configuration not stated),15%,11%,-2%,-1%,7%,23%
CCOC(=O)C1=C(N)OC(C)=C(C(=O)OCCOC)C12C(=O)Nc1ccccc12 (configuration not stated),3%,10%,-14%,-15%,4%,-5%
COc1cc(-c2cc(=O)c3c(O)c(OC)c(OC)cc3o2)cc(OC)c1O,5%,?,6%,2%,?,3%
CC(C)CN(C(=O)COC(=O)COc1ccc2ccccc2c1)c1c(N)n(Cc2ccccc2)c(=O)[nH]c1=O,.,6%,3%,3%,6%,1%
COc1ccc(N2C(=O)CC(N3CCC(n4c(=O)[nH]c5ccccc54)CC3)C2=O)cc1 (configuration not stated),0%,.,35µM*,0%,4%,19%
Cc1ccc(C(=O)CC(=O)c2ccc(C(C)(C)C)cc2)cc1,-6%,-7%,0%,0%,?,-17%
O=C(CCN1C(=O)/C(=C/c2cccs2)SC1=S)Nc1ccccc1O,7%,14%,-11%,2%,-11%,38%[activator]
O=C(NCc1ccccc1CN1CCCC1)C1CCN(C(=O)c2ccc(F)cc2)CC1,.,?,-3%,2%,3%,-8%
NS(=O)(=O)c1ccc(CCNC(=O)CNC(=O)c2ccc(F)cc2)cc1,-1%,15%,1%,2%,31%[activator],33%[activator]
COC(=O)c1ccc(CC(=O)c2c(C)cc(O)cc2O)o1,5%,-1%,22µM*,-23%,22%,-11%
OCC1(CO)COC(c2ccccc2)=N1,4%,24%,1%,-1%,9%,21%
Cc1ccc(CNc2ccc3c(c2)OCO3)c(C)c1,-6%,?,40µM*,.,.,.
Cc1ccc(N2C(=O)C3C4C=CC(CC4)C3C2=O)c([N+](=O)[O-])c1 (configuration not stated),2%,31%[0.00184 µM],-22%,1%,2%,-2%
COCc1cc(C)n(CC(=O)N/N=C/c2ccc(-c3ccc(Cl)c(C(=O)O)c3)o2)c(=O)c1C#N,7%,24%,-11%,6%,-3%,-12%
Cc1ccc(-c2cc(C(=O)Nc3cc(C)on3)c3ccccc3n2)c(C)c1,0%,?,-11%,3%,-16%,?
CCc1ccc(OCC(=O)NC(=S)Nc2ccc(Br)c(C)n2)cc1,15%,31%[activator],1%,1%,11%,23%
CCOC(=O)N1CCN(C(=O)c2ccc3c(=O)n(CCOC)c(=O)[nH]c3c2)CC1,7%,31%[activator],14%,-1%,7%,32%[activator]
COc1cccc(/C=C2\N=C(c3c(-c4ccccc4)noc3C)OC2=O)c1,0%,8%,-1%,-5%,1%,24%
O=C(C1=NN[C@@H]2C(=O)N(c3ccccc3C(F)(F)F)C(=O)[C@H]12)c1cnccn1,-2%,23%,-23%,-1%,10%,27%
Cc1ccc(NC(=O)C(C)OC(=O)COc2cccc(C(F)(F)F)c2)cc1 (configuration not stated),.,10%,-7%,0%,5%,28%
Cn1c(O)c(/C=N/N2CCOCC2)c(=O)n(-c2ccccc2)c1=S,-3%,13%,0%,-1%,22%,9%
O=C1OCc2cc(NC(=O)C3CCCCC3)ccc21,-3%,13%,1%,-3%,?,30%
O=C(N/N=C/c1ccc(N2CCOCC2)o1)c1cccc(F)c1,-14%,20%,10µM*,?,-5%,31%[activator]
Cc1nc2ncnn2c(N2CCN(c3cccc(C(F)(F)F)c3)CC2)c1C,2%,?,1%,-10%,0.89µM*,87%[activator]
COc1ccc(C(=O)CCS(=O)(=O)c2ccc(C)cc2)cc1OC,-10%,11%,0.45µM*,-4%,?,44%[activator]
O=C(Nc1c2c(nn1-c1ccccc1)CS(=O)(=O)C2)c1ccccc1Br,-1%,7%,-12%,4%,29%,14%
Cc1cccc(N2CCN(C(c3ccc(N(C)C)cc3)c3nnnn3C(C)(C)C)CC2)c1C (configuration not stated),3%,?,-2%,-16%,30%[activator],?
Cc1cc(C)c(S(=O)(=O)N2CCCC(C(=O)N3CCOCC3)C2)c(C)c1 (configuration not stated),2%,11%,4%,-1%,-3%,0%
CCC(CC)COC(=O)C1=C(C)NC(=O)NC1c1cccc([N+](=O)[O-])c1 (configuration not stated),14%,?,-16%,1%,?,?
CCOC(=O)C1=C(COC(=O)Cc2ccccc2F)NC(=O)NC1C (configuration not stated),.,14%,-3%,-2%,25%,-1%
COc1ccc(/C=C/C(=O)NC2CCCCCC2)cc1S(=O)(=O)N1CCOCC1,-3%,?,-4%,0%,-18%,9.3µM*
COC(=O)c1ccc(C(=O)NC(=S)Nc2nc3c(s2)CC(C)CC3)cc1 (configuration not stated),5%,9%,-6%,-6%,-2%,-9%
c1cnc(N2CCN(c3ccc4ccccc4n3)CC2)nc1,-5%,161%[activator],-11%,-5%,-21%,264%[activator]
Cc1cc(C)n2c(SCC(=O)Nc3ccc(Cl)cn3)nnc2n1,1%,?,-13%,.,.,54%[activator]
O=C(CNS(=O)(=O)c1ccc2c(c1)OCCCO2)N1CCN(Cc2ccccc2)CC1,.,-4%,-12%,-6%,7%,?

# (continued)
SMILES,LmPK inh,Pf growth 48h,Sm TGR inh,TbPYK inhibitor,HCV inhibitor,Pf growth 96h
COc1ccc(S(=O)(=O)N2CCN(C(C)C(=O)Nc3ccc(C(C)C)cc3)CC2)cc1 (configuration not stated),.,10µM*,-19%,-4%,?,-96%
Cc1cc(C)c(S(=O)(=O)N2CCc3ccccc32)c(C)c1,1%,?,-15%,-3%,?,33%[activator]
CCOCC(=O)NCc1ccc2c(c1)OCO2,0%,20%,-2%,2%,16%,.
CCCN1CCN(C(=O)C(NC(=O)c2ccco2)C(C)C)CC1 (configuration not stated),1%,-1%,4%,2%,11%,30%
CCN(CC)c1ccc(NC(=O)c2ccccc2F)cc1S(=O)(=O)Nc1ccccc1OC,1%,4.7µM*,1%,-26%,?,10µM*
Cc1cc(NC(=O)CSc2nnc(C)c(=O)n2N)no1,-1%,6%,0%,1%,-9%,0%
O=C(NC1CCCCC1)N1CCCCCC1,-1%,6%,19%,7%,20%,20%
Cc1occc1C(=O)Nc1cccc([N+](=O)[O-])c1C,3%,24%,-16%,7%,-3%,91%[activator]
O=C(CSc1ccccc1)NCc1ccccn1,0%,18%,-5%,-8%,19%,?
Cc1cccc(-n2c(C)cc(/C=C3\C(=N)N4N=C(CC(C)C)SC4=NC3=O)c2C)c1,-5%,6%,-1%,0%,?,11%
C/C(=N/NC(=O)CSc1nc2ccccc2s1)c1ccncc1,-6%,-29%,-8%,1%,8%,1%
CCc1ccc(-n2c(SCC(=O)Nc3cccc(S(=O)(=O)NC4=NCCCCC4)c3)nc3ccccc3c2=O)cc1,-1%,?,0%,-16%,?,?
O=C(O)CCN1C(=O)/C(=C\c2cccc(OCC(=O)Nc3ccc(Cl)cc3)c2)SC1=S,-23%,-2%,-5%,-8%,-8%,0%
CC(=C\c1ccccc1)/C=C1/SC(=S)N(CCCC(=O)O)C1=O,1%,8.3µM*,-19%,-7%,22%,?

# Random excerpt: 7 records from the list.
SMILES,LmPK inh,Pf growth 48h,Sm TGR inh,TbPYK inhibitor,HCV inhibitor,Pf growth 96h
O=C(NC1CCCCC1)N1CCCCCC1,-1%,6%,19%,7%,20%,20%
Cc1cc(NC(=O)CSc2nnc(C)c(=O)n2N)no1,-1%,6%,0%,1%,-9%,0%
CCCN1CCN(C(=O)C(NC(=O)c2ccco2)C(C)C)CC1 (configuration not stated),1%,-1%,4%,2%,11%,30%
O=C(O)CCN1C(=O)/C(=C\c2cccc(OCC(=O)Nc3ccc(Cl)cc3)c2)SC1=S,-23%,-2%,-5%,-8%,-8%,0%
Cc1cccc(-n2c(C)cc(/C=C3\C(=N)N4N=C(CC(C)C)SC4=NC3=O)c2C)c1,-5%,6%,-1%,0%,?,11%
Cc1occc1C(=O)Nc1cccc([N+](=O)[O-])c1C,3%,24%,-16%,7%,-3%,91%[activator]
C/C(=N/NC(=O)CSc1nc2ccccc2s1)c1ccncc1,-6%,-29%,-8%,1%,8%,1%
